Source: PubChem BioAssay
ABCB1 inh: blocks JC-1 efflux by human ABCB1 transporter; P08183; CCRF-Adr cells, flow cytometry; inhibition, % at 6.6 µM; hit rate 0.067% among 190,000; in the data active means inhibition above about 40%;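 further: 0% = vehicle and 100% = reference inhibitor; higher value means more JC-1 retained so stronger ABCB1 efflux block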
Target sequence (P08183 whole entry, looked up): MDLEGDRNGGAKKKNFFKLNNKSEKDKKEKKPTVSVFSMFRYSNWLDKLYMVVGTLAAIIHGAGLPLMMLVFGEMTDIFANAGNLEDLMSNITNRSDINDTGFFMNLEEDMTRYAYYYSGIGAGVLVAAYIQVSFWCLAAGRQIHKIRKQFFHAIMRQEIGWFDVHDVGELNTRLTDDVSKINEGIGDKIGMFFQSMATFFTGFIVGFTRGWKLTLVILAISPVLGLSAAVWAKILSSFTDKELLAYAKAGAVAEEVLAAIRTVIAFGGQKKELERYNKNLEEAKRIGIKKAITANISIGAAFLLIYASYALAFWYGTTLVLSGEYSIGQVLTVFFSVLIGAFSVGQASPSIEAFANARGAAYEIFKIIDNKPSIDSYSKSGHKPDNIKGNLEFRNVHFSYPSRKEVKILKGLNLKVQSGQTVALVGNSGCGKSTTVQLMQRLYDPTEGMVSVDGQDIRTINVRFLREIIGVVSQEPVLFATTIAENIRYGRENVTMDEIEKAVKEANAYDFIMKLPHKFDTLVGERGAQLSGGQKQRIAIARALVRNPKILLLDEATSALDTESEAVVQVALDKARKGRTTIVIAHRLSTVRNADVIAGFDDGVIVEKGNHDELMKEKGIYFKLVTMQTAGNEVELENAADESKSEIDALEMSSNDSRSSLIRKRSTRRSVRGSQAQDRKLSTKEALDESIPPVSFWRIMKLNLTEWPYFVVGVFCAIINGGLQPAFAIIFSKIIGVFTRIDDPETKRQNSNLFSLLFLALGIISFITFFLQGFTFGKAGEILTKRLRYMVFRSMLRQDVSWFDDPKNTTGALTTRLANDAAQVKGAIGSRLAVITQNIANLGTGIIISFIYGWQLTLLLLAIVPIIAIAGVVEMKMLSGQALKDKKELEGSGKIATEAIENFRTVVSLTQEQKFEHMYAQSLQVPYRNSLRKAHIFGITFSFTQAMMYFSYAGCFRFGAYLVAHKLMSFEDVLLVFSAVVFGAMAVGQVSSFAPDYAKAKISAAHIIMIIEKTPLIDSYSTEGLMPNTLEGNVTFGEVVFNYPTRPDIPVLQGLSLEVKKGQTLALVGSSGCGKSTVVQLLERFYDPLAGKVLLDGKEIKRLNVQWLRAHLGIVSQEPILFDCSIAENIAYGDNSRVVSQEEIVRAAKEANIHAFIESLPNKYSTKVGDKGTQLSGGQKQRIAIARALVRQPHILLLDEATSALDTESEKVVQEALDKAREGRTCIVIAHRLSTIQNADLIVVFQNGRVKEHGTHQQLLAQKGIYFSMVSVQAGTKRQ
Pf gametocyte: kills late stage P. falciparum gametocytes; hit rate 0.065% among 150,000; AID 743093; inhibition, % at 10.9 µM; P. falciparum stage V gametocytes, ATP luminescence, 24 h;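 active means inhibition above the mean plus 3 SD of compounds within the control limits, set per campaign, cut at about 38% in these data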;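 further: 0% = DMSO wells and 100% = medium only without gametocytes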
GSH bead fluor: GSH bead compound fluorescence profile; GSH beads flow cytometry, compound fluorescence 488/530 nm; hits give high values; fluorescence (KMESF) at 10 µM; hit rate 0.25% among 190,000; AID 1776; in the data active means fluorescence above about 89;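 further: glutathione beads carrying GST-tagged Bcl family fusion proteins plus one bare bead set; values are compound well signal with DMSO vehicle wells as background; inactives centre near 16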
Mcl1-Bid inh: disrupts binding of human Mcl-1 to Bid peptide; AID 1021; Q07820; inhibition, % at 21.7 µM; TR-FRET Mcl-1/Bid-Dy647 peptide binding, 1536-well; hit rate 0.97% among 220,000;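 active means compounds that cut the binding signal by more than half at the single screening dose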;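 further: His-tagged Mcl-1 with europium anti-His antibody binding Bid BH3 peptide; 0% = Mcl-1 plus peptide wells and 100% = peptide-only wells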
RGS4-Gao reg: human RGS4-Galphao interaction regulation. P09471. Multiplexed bead flow cytometry, RGS4-Galphao binding; actives lie on both sides. binding response (% of control), % at 10 µM. hit rate 0.33% among 220,000. AID 1415; in the data active means binding response below about 49% or above about 150%; inactive means in between;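 further: fluorescent Galphao activated with aluminum fluoride binding bead-coupled RGS4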
ABCG2 inh: blocks JC-1 efflux by human ABCG2 transporter. inhibition, % at 6.6 µM. Q9UNQ0. IgMXP3 cells, flow cytometry. AID 1325. hit rate 0.1% among 190,000;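 active means inhibition above 80%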;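 further: 0% = DMSO and 100% = nicardipine control wells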
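Assay system – ABCG2 IgMXP3 and barcoded ABCB1 CCRF-Adr cell mix · Input – 3 million cells/mL in well · Reagent – JC-1 fluorescent substrate · Compound – single test compound dose, 6.6 µM final · Timing – 10 min exposure at 25 °C with rotation, no wash · Detection – flow cytometry of retained JC-1 fluorescence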
Mcl-1 Bim block: inhibitors of Bim-Mcl-1 interaction, human | Q07820 | Bead-based flow cytometry, Bim peptide-Mcl-1 binding | inhibition, % at 10 µM | hit rate 0.1% among 190,000; in the data active means inhibition above about 40%;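 further: 0% = no compound tracer wells and 100% = peptide blocker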
Avidin fluor: compound fluoresces at 488/530 nm on avidin beads; compound fluorescence 488/530 nm, flow cytometry; hits give high values; fluorescence (KMESF) at 10 µM; hit rate 0.38% among 220,000; in the data active means fluorescence above about 47; further: inactives centre near 10
RGS8-Gao reg: modulates binding of RGS8 to human Galphao | multiplexed bead flow cytometry; actives lie on both sides | response (percent of control binding), % at 10 µM | hit rate 0.34% among 220,000 | AID 1423; in the data active means response below about 60% or above about 140%; inactive means in between;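 further: Galphao activated as the GDP aluminium fluoride complex binding bead-coupled RGS8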
RGS7-Gao reg: regulators of human RGS7-Galphao interaction; Multiplexed bead flow cytometry, RGS7-Galphao binding; actives lie on both sides; P09471; hit rate 0.35% among 220,000; binding response (% of control), % at 10 µM; in the data active means binding response below about 49% or above about 150%; inconclusive means no clear call, values can overlap the other calls; inactive means in between;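 further: fluorescent Galphao held in activated GDP-AlF4 state binding bead-coupled RGS7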
Mcl1-Noxa inh: disrupts binding of human Mcl-1 to Noxa peptide | inhibition, % at 21.7 µM | hit rate 1.5% among 220,000 | Q07820 | AID 1022 | TR-FRET Mcl-1/Noxa peptide binding, 2 h;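 active means compounds that cut the protein-peptide binding signal by more than 50% relative to plate controls in a single-dose test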;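 further: His-tagged Mcl-1 with rhodamine Noxa BH3 peptide and terbium anti-His antibody; 0% = Mcl-1 plus Noxa peptide wells and 100% = peptide-only wells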
Starred values were filed as active, the others as inactive; ? = inconclusive; . = not tested or not shown.

SMILES	ABCB1 inh	Pf gametocyte	GSH bead fluor	Mcl1-Bid inh	RGS4-Gao reg	ABCG2 inh	Mcl-1 Bim block	Avidin fluor	RGS8-Gao reg	RGS7-Gao reg	Mcl1-Noxa inh
CCOC(=O)N1CCN(S(=O)(=O)c2cc(OCC(N)=O)c(C)cc2Cl)CC1	0.7	.	20	-10	99	1	0	8	99	102	7
O=C(COC(=O)C1CCN(C(=O)c2ccc(Cl)cc2)CC1)c1ccco1	1.2	.	50	7	101	5	-1	6	100	98	6
CCn1cc(C(=O)Nc2ccc(-n3cnnn3)c(OC)c2)c(=O)c2ccc(C)nc21	0.3	.	21	48	99	2	2	5	101	101	58*
O=C(CSc1nc(Nc2ccccc2)nc(N2CCOCC2)n1)N1CCc2ccccc21	1.2	.	12	-22	100	7	2	8	100	103	9
CCC(=O)NC(Nc1sc2c(c1C(=O)OC)CCC2)C(Cl)(Cl)Cl (centres undefined)	2.8	2	4	-14	100	9	0	10	100	101	14
COc1ccccc1-c1nc(COc2ccc(Cl)cc2Cl)no1	.	25	.	-5	100	.	.	3	101	?	5
Cc1cc(Nc2ccccc2C(=O)O)n(-c2ccc([N+](=O)[O-])cc2)n1	.	-3	.	-10	98	.	.	3	100	?	18
CN(C)c1c(-c2ccccc2)cc(-c2ccccc2)[nH]c1=O	.	.	.	-96	101	.	.	13	99	?	6
COc1ccc(/C=N/NC(=O)C(C)Sc2ccccn2)cc1[N+](=O)[O-] (centres undefined)	1.2	6	20	-19	102	3	3	22	100	100	21
Cc1cccc(CSc2nc3c(c(=O)n2C)SCC3)c1	1.2	16	19	0	98	10	-3	7	103	98	10
CC1=CC2(C#N)C3(N=C(N)C2(C#N)C(c2ccccc2)N1)OCCO3 (centres undefined)	-3.0	.	25	-15	101	-2	1	14	102	99	-16
CCC(C(=O)NC1CCCCC1)N(Cc1cccs1)C(=O)c1snc(C(N)=O)c1N (centres undefined)	1.2	-6	18	-8	101	-3	0	10	102	?	12
O=C(O)Cc1ccc(C(=O)c2ccc(Cl)cc2)s1	0.6	.	10	5	99	2	-1	10	101	102	17
CCOC(=O)c1ccc(S(=O)(=O)n2c(CN3CCCCC3)nc3ccccc32)cc1	2.3	.	27	-17	98	0	1	18	94	97	0
COc1ccc(CC(=O)OC(C)CN2CCCCC2)cc1 (centres undefined)	0.0	.	11	-19	106	0	0	12	107	105	6
CSc1ccc(Cl)c(C(=O)OCC(=O)NC2CC2)c1	0.1	.	17	-13	101	2	0	10	101	101	-4
CC(=O)c1cnc(Nc2ccccc2)s1	-0.3	.	21	-43	100	2	0	13	99	99	-5
COc1ccccc1/C=C1\Oc2cc(OC(=O)N3CCOCC3)ccc2C1=O	.	14	.	-3	99	.	.	8	99	?	-8
CN(Cc1cc(-c2ccccc2)on1)C(=O)c1cc(COc2c(F)cccc2F)on1	0.4	6	19	-1	104	3	1	7	102	102	6
CC(=O)NCCC1CCN(c2nc3nonc3nc2N(C)Cc2ccccc2)CC1	3.5	-12	10	-10	101	11	-1	4	102	103	9
O=Cc1cn(CC(=O)N2CCOCC2)c2ccccc12	0.2	1	21	-3	96	1	26	3	89	97	4
COc1ccc(S(=O)(=O)N(C)CC(=O)Nc2c(F)cccc2F)cc1	0.4	.	23	-15	106	1	0	12	103	105	-8
Cc1cc(=O)n(CCC(=O)O)c2ccccc12	0.4	.	29	-26	97	0	1	3	87	97	15
Cc1noc(C)c1S(=O)(=O)N1CCC(C(=O)N2CCN(c3ccc(Cl)cc3)CC2)CC1	0.8	.	20	-10	104	2	-1	5	106	101	31
CCOC(=O)N1CCC(NC(=O)C2=CCN(S(=O)(=O)c3ccc(OC)cc3)CC2)CC1	.	8	.	-32	102	.	.	8	104	?	8

Entries listed so far that have two or more sulfur atoms, in the order listed:
SMILES	ABCB1 inh	Pf gametocyte	GSH bead fluor	Mcl1-Bid inh	RGS4-Gao reg	ABCG2 inh	Mcl-1 Bim block	Avidin fluor	RGS8-Gao reg	RGS7-Gao reg	Mcl1-Noxa inh
Cc1cccc(CSc2nc3c(c(=O)n2C)SCC3)c1	1.2	16	19	0	98	10	-3	7	103	98	10
CCC(C(=O)NC1CCCCC1)N(Cc1cccs1)C(=O)c1snc(C(N)=O)c1N (centres undefined)	1.2	-6	18	-8	101	-3	0	10	102	?	12

Returning to the listing, starting 2 compounds before the break.
SMILES	ABCB1 inh	Pf gametocyte	GSH bead fluor	Mcl1-Bid inh	RGS4-Gao reg	ABCG2 inh	Mcl-1 Bim block	Avidin fluor	RGS8-Gao reg	RGS7-Gao reg	Mcl1-Noxa inh
Cc1noc(C)c1S(=O)(=O)N1CCC(C(=O)N2CCN(c3ccc(Cl)cc3)CC2)CC1	0.8	.	20	-10	104	2	-1	5	106	101	31
CCOC(=O)N1CCC(NC(=O)C2=CCN(S(=O)(=O)c3ccc(OC)cc3)CC2)CC1	.	8	.	-32	102	.	.	8	104	?	8
N#Cc1nc(Cc2cccc3ccccc23)oc1NCCCn1ccnc1	0.7	.	21	-30	100	5	-1	6	101	99	6
Cc1cc(NC(=O)COc2ccc(Cl)cc2Cl)n(CCC#N)n1	0.6	.	52	4	95	7	0	10	99	94	18
COc1ccc(CCN2CN(S(=O)(=O)c3ccccc3)c3nc4ccccc4nc32)cc1	0.7	-9	11	0	101	-3	-4	10	103	102	23
CC1=C(C(=O)N2CCN(C(=O)c3ccco3)CC2)C2(CCC(C)CC2)OC1=O (centres undefined)	1.2	.	15	-4	109	5	-4	24	108	106	13
Cn1c(C(=O)O)c(C=O)c2ccccc21	0.1	-4	62	6	95	0	0	12	96	93	16
O=C1CCC(=O)N1OCCCCOc1ccccc1	0.7	-9	22	-9	100	6	-3	32	103	100	-2
CCOC(=O)c1c(C)[nH]c(C(=O)N/N=C\c2ccccc2O)c1C	-1.6	-17	15	-93	93	-14	-4	9	94	93	-29
COc1ccccc1Nc1nc(-c2sc(NC(=O)CC(C)C)nc2C)cs1	-0.5	19	23	-18	102	-1	-6	19	96	99	12
CC1(C)NC(=O)N(CCOc2ccc3c(c2)CCC3)C1=O	0.5	-15	33	-12	116	1	0	6	108	111	12
Cc1ccsc1C1NC(=O)c2c(sc3c2CCCC3)N1 (centres undefined)	0.2	.	19	-15	103	15	0	28	114	105	2
CCCCS(=O)(=O)c1sc2nc(C)cc(C)c2c1N	0.5	.	12	0	103	2	-2	10	101	103	1
COc1cc(OC)nc(NC(=O)CSc2nc3ccccc3[nH]2)n1	1.0	14	28	2	98	5	2	9	97	93	8
Cc1nn(Cc2ccc(C(=O)N3c4ccc(F)cc4CCC3C)o2)c(C)c1Br (centres undefined)	0.8	.	43	-24	90	0	-2	6	96	92	11
COc1ccc(CN2CCNC(=O)C2CC(=O)NCc2csc(C(C)C)n2)c(OC)c1 (centres undefined)	-0.2	.	11	-63	101	0	0	9	106	104	-4
C=CCNc1nc(Nc2ccc([N+](=O)[O-])cc2)nc(OC)n1	2.0	-5	14	3	104	14	-3	11	102	104	11
COCCn1c(SCC(=O)c2[nH]c(C)c(C(C)=O)c2C)nc2ccccc21	1.0	.	13	6	95	4	0	7	99	95	26
O=C(COC(=O)/C=C/c1cccc(Cl)c1)NCCC1=CCCCC1	0.0	16	20	-15	103	1	-3	16	100	100	8
Cc1ccnc2c(N3C(=O)C4C5C=CC(C5)C4C3=O)cccc12 (centres undefined)	0.5	1	10	-28	101	1	-2	22	100	100	5
C(=N\n1cnnc1)/c1ccc(-c2ccccc2)cc1	0.2	.	5	0	109	1	-4	5	103	105	8
COC(=O)c1cc(CSC(=N)N)ccc1OCCC(C)C	.	-22	.	-1	101	.	.	14	98	?	5
CCSC1=C(C#N)C(c2cccc(O)c2)CC(=O)N1 (centres undefined)	0.4	.	24	-20	68	1	0	2	69	76	22
Cc1cccc2c1N(CCCOc1ccc(C(C)(C)C)cc1)C(=O)C2=O	0.2	.	28	7	101	1	-3	6	103	98	25
CCSc1nc2nn(-c3ccccc3)c(=O)c-2c2n1CCCCC2	3.0	.	74	-29	101	6	1	12	96	101	10
O=C(Nc1cccnc1)c1cccc(S(=O)(=O)N2CCCCC2)c1	0.6	-4	14	-20	105	2	0	6	104	104	10
COC(=O)CSc1nnc(CNC(=O)c2ccccc2F)n1-c1ccc(F)cc1	0.4	0	9	-10	110	0	-25	26	105	102	-11

Whole records, quoted from the list. Order of screens: ABCB1 inh	Pf gametocyte	GSH bead fluor	Mcl1-Bid inh	RGS4-Gao reg	ABCG2 inh	Mcl-1 Bim block	Avidin fluor	RGS8-Gao reg	RGS7-Gao reg	Mcl1-Noxa inh
`COC(=O)c1cc(CSC(=N)N)ccc1OCCC(C)C` is entered as .	-22	.	-1	101	.	.	14	98	?	5
`COC(=O)CSc1nnc(CNC(=O)c2ccccc2F)n1-c1ccc(F)cc1` is entered as 0.4	0	9	-10	110	0	-25	26	105	102	-11
`O=C1CCC(=O)N1OCCCCOc1ccccc1` is entered as 0.7	-9	22	-9	100	6	-3	32	103	100	-2

Three entries already listed, ordered by their value in Mcl-1 Bim block, rising:
Compound | Mcl-1 Bim block
COc1ccc(CCN2CN(S(=O)(=O)c3ccccc3)c3nc4ccccc4nc32)cc1 | -4
Cc1cccc2c1N(CCCOc1ccc(C(C)(C)C)cc1)C(=O)C2=O | -3
Cc1ccsc1C1NC(=O)c2c(sc3c2CCCC3)N1 (centres undefined) | 0

Remaining list, next part:
SMILES	ABCB1 inh	Pf gametocyte	GSH bead fluor	Mcl1-Bid inh	RGS4-Gao reg	ABCG2 inh	Mcl-1 Bim block	Avidin fluor	RGS8-Gao reg	RGS7-Gao reg	Mcl1-Noxa inh
N#Cc1c(N)nc2c(c1N)CC(COc1ccccc1)O2 (centres undefined)	1.0	-22	18	-17	101	6	-2	8	102	99	1
Cc1ccc(CNC(=O)CCc2ccccc2)cc1	0.2	.	16	-28	93	0	-1	10	97	91	-15
CC(C)c1ccc(Nc2nnns2)cc1	.	23	.	-29	97	.	.	7	100	?	7
C/C(=N\N=C(c1ccccc1)c1ccccc1)c1ccco1	-0.3	.	63	-8	128	-1	0	12	103	116	-5
CS(=O)(=O)NCCCc1ccccc1	-0.4	.	28	-11	98	1	-4	39	100	101	6
COC(=O)c1ccc(C(c2c(N)n(Cc3ccccc3)c(=O)n(C)c2=O)N2CCOCC2)cc1 (centres undefined)	0.9	.	14	-11	101	4	-2	.	102	102	15
OCCOCCn1c(-c2ccccc2)nc(=S)c2c1CCCC2	0.5	.	22	-22	107	1	0	7	102	104	13
CS/C(=C/[N+](=O)[O-])Nc1cccc2c1C(C)CC2(C)C (centres undefined)	0.0	.	16	-5	96	1	-1	12	98	95	14
O=C1Nc2cc(Cl)cnc2N2CCCC12 (centres undefined)	-2.4	.	17	-17	100	-3	1	12	99	103	60*
Nc1nc(CSC(=S)N2CCOCC2)nc(Nc2ccccc2)n1	0.4	10	10	-33	100	11	-1	15	102	100	14
CC(=O)c1cccc(N(CC(=O)N2CCCCC2)S(C)(=O)=O)c1	0.3	-37	41	-21	98	1	3	10	101	98	3
CC(=O)Nc1ccc(S(=O)(=O)NCCN2CCOCC2)cc1	0.0	5	9	-37	105	0	0	15	103	103	2
